HP1b chromo inh: inhibitors of HP1-beta chromodomain binding to methylated histone tails; actives 0.56% (n = 390,000); AID 540317; P83916; Potency, µM (top dose mostly 114 µM), for inactives: at the highest dose activity change, negative = inhibition, hits mostly inhibitors; AlphaScreen HP1-beta / biotin-H3K9me3 peptide binding; further: potency means the concentration at half of the fitted maximal effect; nearly all actives have a fitted effect of over 70% in size; inactives centre near 23
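Compound inhibition of the preformed complex between 50 nM HP1-beta and 50 nM biotinylated H3K9me3 peptide was read by AlphaScreen. Buffer was PBS pH 7.4 with 0.01% Tween-20. Incubations ran 30 min at room temperature, with 10 ug/mL donor/acceptor beads.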
JMJD2A Tudor inh: JMJD2A Tudor domain (human) inhibition. AlphaScreen JMJD2A-Tudor / H3K4me3 peptide binding. O75164. actives 4.4% (n = 390,000). AID 504339. Potency, µM (highest dose often 114 µM), for the others: at the highest dose activity change, negative = inhibition, usual class: inhibitors; further: potency means the concentration at half of the fitted maximal effect; on the % scale 0 is the no-effect control and ±100 the full control effect; nearly all actives have a fitted effect of over 50% in size
PI4K2A inh: inhibitors of human PI4K2A | activity change, negative = inhibition, % at 76.9 µM | actives 0.13% (n = 420,000) | AID 1346378 | Q9BTU6 | purified PI4K2A, ADP-Glo luminescence, 1 h; active compounds read low; in the data active means activity change below about -50%; inconclusive means mostly about -30% to -49%;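 further: -100% = wells without enzyme as full effect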
Target sequence (Q9BTU6 whole entry, looked up): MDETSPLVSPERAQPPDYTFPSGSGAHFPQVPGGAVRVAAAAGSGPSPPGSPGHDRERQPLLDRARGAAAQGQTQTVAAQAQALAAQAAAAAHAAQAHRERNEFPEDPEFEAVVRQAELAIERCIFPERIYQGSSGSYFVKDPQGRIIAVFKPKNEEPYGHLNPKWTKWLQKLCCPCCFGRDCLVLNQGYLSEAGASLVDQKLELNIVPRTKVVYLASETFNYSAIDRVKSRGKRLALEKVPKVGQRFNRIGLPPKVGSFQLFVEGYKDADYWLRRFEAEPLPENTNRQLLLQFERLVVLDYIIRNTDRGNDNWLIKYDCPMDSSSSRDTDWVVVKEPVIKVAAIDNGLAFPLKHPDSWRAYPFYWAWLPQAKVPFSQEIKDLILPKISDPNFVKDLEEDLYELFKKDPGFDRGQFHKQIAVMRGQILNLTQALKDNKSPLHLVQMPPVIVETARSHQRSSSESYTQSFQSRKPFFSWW
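PI4K2A activity was measured by ADP-Glo luminescence: enzyme (4 ug/mL stock) and phosphatidylinositol (1.2 mM stock) in Tris pH 7.5/MgCl2/EGTA/Triton X-100 buffer were reacted with ATP (300 microM stock) for one hour at ambient temperature.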
G9a block: blocks human histone lysine methyltransferase G9a | actives 8.8% (n = 350,000) | AID 504332 | G9a H3K9 monomethylation, AlphaScreen, 2 h | Potency, µM (series often up to 102 µM), inactives show at the highest dose activity, negative = inhibition, usual class: inhibitors | Q96KQ7; further: potency means the concentration at half of the fitted maximal effect; on the % scale 0 is the no-effect control and ±100 the full control effect; nearly all actives have a fitted effect of over 75% in size
Target sequence (Q96KQ7 913-1193 limits assumed): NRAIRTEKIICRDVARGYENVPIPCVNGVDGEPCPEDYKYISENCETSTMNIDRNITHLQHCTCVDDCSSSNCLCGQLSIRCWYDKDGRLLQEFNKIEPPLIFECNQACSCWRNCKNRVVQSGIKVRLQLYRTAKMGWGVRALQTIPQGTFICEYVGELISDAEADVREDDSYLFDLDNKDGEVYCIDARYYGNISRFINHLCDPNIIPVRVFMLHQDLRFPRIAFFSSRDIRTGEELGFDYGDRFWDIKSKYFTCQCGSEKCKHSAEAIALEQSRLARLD
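Step 1: enzyme (final 20 nM) with compound, 15 min RT. Step 2: substrate peptide 500 nM and SAM 20 uM, 2 h RT. Step 3: anti-H3K9me1 antibody and AlphaScreen beads, 10 min, then plate read.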
POLH inh: blocks human DNA polymerase eta activity; Q9Y253; recombinant Pol eta, fluorescent DNA replication assay; Potency, µM (doses to about 114 µM), without a hit: at the highest dose activity change, negative = inhibition, usual class: inhibitors; actives 1.2% (n = 390,000); further: potency means the concentration at half of the fitted maximal effect; on the % scale 0 is the no-effect control and ±100 the full control effect
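Pol eta at 10 nM preincubated with compounds 15 min at room temperature; reaction started with fluorescent substrate (50 nM final) and read kinetically at 0 and 10 min.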
Tb PGK inh: T. brucei PGK inhibition | P07378 | PGK/GAPDH coupled, Kinase-Glo luminescence, 60 min | Potency, µM (doses to about 57.5 µM), for inactives: top-dose activity change, negative = inhibition, actives largely listed as inhibitors | actives 0.043% (n = 380,000) | AID 602233; further: potency means the concentration at half of the fitted maximal effect; on the % scale 0 is the no-effect control and ±100 the full control effect; nearly all actives have a fitted effect of over 60% in size
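Luminescent ATP detection (Kinase-Glo Plus) follows a 60-minute room-temperature incubation, with wells lacking PGK as controls. Buffer: 100 mM TEA (pH 7.6), 5 mM MgCl2, 0.01% Tween-20. Coupling enzyme GAPDH (100 nM final) supplies unstable 1,3-BPG in-well.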
GLS inhibitor: inhibitors of human glutaminase (GLS) | GLS enzymatic activity, qHTS titration | Potency, µM (series often up to 45.5 µM), inactives show at the highest dose activity change, negative = inhibition, hits mostly inhibitors | actives 0.21% (n = 410,000); further: potency means the concentration at half of the fitted maximal effect; on the % scale 0 is the no-effect control and ±100 the full control effect
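Two-point fluorescence kinetic (t0, 30 min RT) for hKGA; glutamate detected via glutamate oxidase–HRP–Amplex Red. Substrate: 1 mM L-glutamine solution; buffer 45 mM KH2PO4, pH 8.2.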
BAZ2B block: BAZ2B (human) inhibition; Potency, µM (titrated, usually from 114 µM), without a hit: at the highest dose activity change, negative = inhibition, usual class: inhibitors; Q9UIF8; actives 4.4% (n = 360,000); AlphaScreen BAZ2B-H3K14Ac peptide displacement; further: potency means the concentration at half of the fitted maximal effect; on the % scale 0 is the no-effect control and ±100 the full control effect; nearly all actives have a fitted effect of over 60% in size
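Inhibition is scored as reduced AlphaScreen emission. The BAZ2B/b-H3(5-23)K14Ac complex (50 nM each) in PBS pH 7.4, 0.01% Tween-20 meets compound (up to 110 uM) for 30 min at RT before bead addition.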
Pin1 inh: human Pin1 inhibition | Q13526 | Pin1 FP peptide displacement, HiFluor488, 10 min | Potency, µM (titrated, usually from 115 µM), inactives show at the highest dose activity, negative = inhibition, hits mostly inhibitors | actives 0.009% (n = 390,000); active means well fitted inhibition curve with a large enough effect in the polarisation, with a control signal flat, not every such curve was filed as active; inconclusive means small, poorly fitted or top-dose-only effect, or effect the other way, or a change in a side signal; inactive means no such curve, though single readings can be large or run the other way; the % refers to the polarisation; further: potency means the concentration at half of the fitted maximal effect; on the % scale 0 is the no-effect control and ±100 the full control effect
Target sequence (Q13526 whole entry, looked up): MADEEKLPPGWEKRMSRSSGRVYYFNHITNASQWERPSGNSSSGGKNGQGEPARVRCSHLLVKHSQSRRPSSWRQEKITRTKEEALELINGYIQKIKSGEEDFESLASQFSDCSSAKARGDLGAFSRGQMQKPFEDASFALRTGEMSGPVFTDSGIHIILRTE
Starred values were filed as active, the others as inactive; i = inactive; ? = inconclusive; . = no result given; ! = not confirmed by another sample; [ ] = dose if it differs, or a comment. Unless noted, the call rests on the fitted dose curve; in most records, active means well fitted curve in the direction sought with a large enough effect; inconclusive means small, poorly fitted or top-dose-only effect, or another doubt; inactive means no such curve, though single readings can be large; an effect the other way counts as inactive or inconclusive.

SMILES	HP1b chromo inh	JMJD2A Tudor inh	PI4K2A inh	G9a block	POLH inh	Tb PGK inh	GLS inhibitor	BAZ2B block	Pin1 inh
Cc1ccc(OC(=O)c2cccc(C(=O)Oc3ccc(C)cc3)n2)cc1	8%	?	4	19%[12.7 µM]	6%	-2%	-1%	5%	-2%
CN(C(=O)COC(=O)c1ccc(C#N)cc1)c1ccccc1	46%[activator]	-10%	-8	50µM*	-16%	-2%	2%	-21%	-2%
CCN1C(=O)C2(C(C#N)=C(N)Oc3cc(C)oc(=O)c32)c2ccccc21 (stereo not given)	9%	-8%	2	-9%[12.7 µM]	1%	-7%	12%	-5%	13%
Cc1nc2nc(C)c(NS(=O)(=O)c3ccc(F)cc3)c(=O)n2[nH]1	34%	3%	2	-1%[59 µM]	-19%	12%	57%[activator]	-11%	-6%
CC(/C=N/n1c(-c2ccc(C)cc2)n[nH]c1=S)=C\c1ccco1	?	?	-2	1.3µM*	?	-3%	-13%	-29%	18%
CN(C)c1ccc(S(=O)(=O)N2CCCCC2)cc1NC(=O)CCNC(=O)c1ccc(Cl)cc1	21%	-14%	-1	?	-14%	-1%	1%	10%	-10%
CC1=C(C(=O)N(C)C)CC(CC(=O)NCCN2CCOCC2)C(=O)N1Cc1ccccc1 (stereo not given)	.	.	-2	.	5%	-9%	-6%	.	.
Cc1cccn2c(=O)c3cc(C(=O)NCc4ccco4)c(=N)n(C4CCCC4)c3nc12	13%	-8%	1	17%	-16%	2%	-4%	-5%	0%
CC(C)(NO)/C(=N\O)c1ccccc1	71µM*	13µM*	5	10µM*	-8%	-10%	10%	40µM*	-4%
Cc1cc(NC(=O)CCSc2nc(-c3ccco3)cc(C(F)(F)F)n2)n(-c2ccccc2)n1	26%	-17%	-7	-1%[59 µM]	?	4%	-4%	3%	?
Cc1ccc(N2C(=O)CCSC23C(=O)N(Cc2ccccc2)c2ccccc23)cc1F (stereo not given)	-10%	?	2	?	-11%	-3%	-10%	-22%[57.1 µM]	-2%
O=C(c1cnn2c(C(F)F)cc(-c3ccccc3)nc12)N1CCOCC1	50%[activator]	-2%	4	14%[59 µM]	-9%	-3%	.	13%	-1%
O=C1CC(N2CCN(c3ccc(Cl)cc3)CC2)C(=O)N1c1ccc(F)cc1 (stereo not given)	36%	-21%	5	-12%	-7%	i	-2%	-17%	1%
O=C(COc1nncc2ccccc12)NCC(F)(F)F	34%	0%	-15	14%	-6%	-2%	1%	.	-3%
CCN(C(=O)Cn1c(=O)oc2cc(S(=O)(=O)N3CCOCC3)ccc21)c1ccccc1	9%[57 µM]	-11%	-1	.	-21%	-6%	-15%	?	0%
COc1ccc(OC)c(C2Nc3nc4ccccc4n3C(C)=C2C(=O)Nc2ccc(C)cc2C)c1 (stereo not given)	-5%	-22%	3	-27%[12.7 µM]	-15%	3%	-6%	-33%	11%
O=c1oc2c(CN3CCOCC3)c(O)ccc2c2c1CCC2	30%	-64%	4	?	4%	-8%	25%	-23%	-1%
CCN1CCN(C(=O)NCc2ccccc2)CC1	?	1.6µM*	0	22µM*	-20%	i	10%	-3%	-1%
Cc1nc(CS(=O)c2ccc(Cl)cc2)cc(NCc2ccc(Cl)cc2Cl)n1 (stereo not given)	25%	-26%	0	-9%	-3%	-2%	-1%	0%	25%
CC(C)(C)N(Cc1ccccc1)C(=O)COC(=O)C1CCCCC1	67%[activator]	13%	-4	.	?	-9%	9%	.	0%
O=C(NCc1ccc(F)cc1)c1ccc(S(=O)(=O)N2CCCCC2)cc1	41%[activator]	7%	3	20%[12.7 µM]	-13%	-2%	2%	-3%	5%
CCc1ccc(C(=O)NC(=S)NCc2cccnc2)cc1	36%	-23%	-6	.	-18%	i	14%	?	-7%
O=C(O)c1cc(Cl)c(Cl)cc1C(=O)Nc1cccc2ncccc12	20%	-29%	-3	7%	-23%	-1%	16%	5%	6%
NC(=O)CN1C(=O)C(=O)N(Cc2ccc(F)cc2)C1=O	28%	6%	7	-4%	-21%	-3%	-6%	-22%	3%
CCOC(=O)c1sc(NC(=O)CCc2ccccc2)nc1C	23%	-11%	-6	.	-4%	-3%	-4%	5%	7%
FC(F)(F)c1nc(Oc2ccccc2)c2ccccc2n1	191%	124%[activator]	3	48%[59 µM]	-20%	0%	0%	120%[activator]	-1%
CCOCCOC(=O)c1[nH]c2c(c1C)C(=O)CC(c1ccc(OC)c(OC)c1)C2 (stereo not given)	-17%	-17%	-1	9%	-10%	-3%	0%	-21%	-21%
COc1ccc(-c2cnc3c(c2)CCC3(C#N)C#N)cc1	53%[activator]	-3%	10	14%	-20%	-10%	2%	3%	13%
Clc1ccc(CN2CCc3c([nH]c4ccccc34)C2)cc1Cl	?	16µM*	6	28µM*	-12%	2%	-15%	32µM*	6%
CSc1nc(O)c(C(c2ccc(O)cc2)c2c(O)nc(SC)[nH]c2=O)c(=O)[nH]1	?	-6%	-9	10µM*	-9%	3%	30%	?	-9%

4 of the compounds above, in markdown.
| mol | HP1b chromo inh | JMJD2A Tudor inh | PI4K2A inh | G9a block | POLH inh | Tb PGK inh | GLS inhibitor | BAZ2B block | Pin1 inh |
| --- | --- | --- | --- | --- | --- | --- | --- | --- | --- |
| CCOC(=O)c1sc(NC(=O)CCc2ccccc2)nc1C | 23% | -11% | -6 | . | -4% | -3% | -4% | 5% | 7% |
| FC(F)(F)c1nc(Oc2ccccc2)c2ccccc2n1 | 191% | 124%[activator] | 3 | 48%[59 µM] | -20% | 0% | 0% | 120%[activator] | -1% |
| CCOCCOC(=O)c1[nH]c2c(c1C)C(=O)CC(c1ccc(OC)c(OC)c1)C2 (stereo not given) | -17% | -17% | -1 | 9% | -10% | -3% | 0% | -21% | -21% |
| COc1ccc(-c2cnc3c(c2)CCC3(C#N)C#N)cc1 | 53%[activator] | -3% | 10 | 14% | -20% | -10% | 2% | 3% | 13% |

(continued)
SMILES	HP1b chromo inh	JMJD2A Tudor inh	PI4K2A inh	G9a block	POLH inh	Tb PGK inh	GLS inhibitor	BAZ2B block	Pin1 inh
CCCc1nn(C)c2c(=O)[nH]c(-c3cc(S(=O)(=O)Nc4ccc(NC(C)=O)cc4)ccc3OCC)nc12	39%	-12%	-2	19%[59 µM]	2%	1%	17%	-12%	?
Cc1ccccc1CN(C)C(=O)COC(=O)c1ccc2[nH]c(C)c(C)c2c1	-25%	?	-4	.	-22%	-5%	9%	.	15%
CN(C)c1ncnc2c1ncn2C1CCCO1 (stereo not given)	-20%	-12%	-6	.	-15%	3%	-19%	.	-4%
CCNc1nc(NCC)nc(C(=O)OCCO)n1	42%[activator]	35µM*	0	40µM*	-14%	-8%	9%	25µM*	-2%
O=C(NCCc1ccccc1)c1ccc2c(c1)CCN2S(=O)(=O)c1ccc(Br)cc1	47%[activator]	-14%	2	3%[59 µM]	-19%	i	-13%	-16%	25%
O=C(O)c1ccccc1C(=O)NCc1ccccc1	50%[activator]	-18%	-4	-28%[2.33 µM]	-12%	0%	-3%	10%	-6%
CC1(C)CC(=O)C(C(=O)c2ccccc2)C(=O)C1	18%	-6%	2	?	-2%	2%	17%	-9%	4%
Cc1nc(C)c(-c2ccc(SCC(=O)Nc3cccc(Cl)c3C)nn2)s1	29%	-7%	-1	8%	-19%	i	0%	-2%	1%
O=C(CCC1CCCC1)NNC(=O)COc1ccc(Br)cc1	49%[activator]	8%	-1	.	-5%	-2%	1%	.	-6%
O=C(NCc1ccc(Cl)cc1)c1ccc(Br)o1	22%	-23%	7	18µM*!	-4%	-3%	9%	11%	-19%
O=C(Cc1ccc([N+](=O)[O-])cc1)N1N=C(C2CC2)CC1(O)C(F)(F)F (stereo not given)	27%	2%	-2	-7%[59 µM]	?	3%	4%	-24%	1%
CCc1[nH]c(=S)c(C#N)c2c1CCCC2	?	14µM*	-5	3.2µM*	-22%	-4%	4%	-19%	2%
COc1ccc(C2Nc3ccccc3-c3cc(C)nn32)cc1OC (stereo not given)	51%[activator]	-20%	3	-17%[59 µM]	-17%	-8%	-3%	-18%	1%
Cc1ccc(-c2cc(C(=O)N/N=C/c3ccccc3)n[nH]2)o1	1%	-17%	11	?	-2%	-1%	3%	?	-4%
CC1=C(C(=O)OC(C)C)C(c2ccccn2)n2ncnc2N1 (stereo not given)	36%	-6%	-5	-5%[59 µM]	-15%	1%	24%	11%	-5%
NNC(=O)CNC(=O)C12CC3CC(CC(C3)C1)C2	41%[activator]	-10%	-7	46%[activator][12.7 µM]	-15%	i	-8%	13%	1%
COc1ccc(NC(=O)C2COc3ccccc3O2)cc1 (stereo not given)	24%	-6%	5	.	-3%	i	1%	50%[activator]	-3%
COc1cc(OC)cc(C(=O)N2CCN(c3ncccn3)CC2)c1	24%	-5%	0	?	-15%	1%	2%	7%	?
Nc1nc(SCC(=O)N2N=C(c3ccc(Cl)cc3)CC2c2ccco2)n[nH]1 (stereo not given)	38%	-30%	2	.	-17%	i	16%	?	-2%
CNC(=O)CCCCC(=O)N/N=C/c1ccc(Cl)cc1Cl	30%	3%	-1	-4%	1%	-6%	3%	-8%	-4%
CCC(C)(C)NC(=O)CN(C(=O)c1snc(C(N)=O)c1N)c1ccc2c(c1)OCO2	2%	-15%	0	-5%[12.7 µM]	-9%	.	2%	3%	0%
CC(C)(C)CC(=O)OCC(=O)Nc1cc(C(C)(C)C)nn1-c1ccccc1	-1%	?	3	17%[59 µM]	-18%	-3%	-14%	6%	-6%
Cc1cc(C)c2nc(NNC(=O)c3ccc(S(=O)(=O)N4CCCCC4)cc3)sc2c1	9%	?	0	25µM*	-15%	-4%	-17%	?	95%[activator]
C[n+]1cnc(-c2ccccc2)cc1-c1ccccc1	?	22µM*	1	?	-8%	2%	10%	-3%	5%

Bioassay records from PubChem BioAssay.

An excerpt (hit frequency here may not be typical).
